Assay outcomes: PubChem BioAssay, several laboratories
RPL19A-GFP yeast = alters RPL19A-GFP fluorescence in TOR pathway yeast screen. S. cerevisiae RPL19A-GFP strain, flow cytometry, 3 h; stronger effect = lower value. percent response vs DMSO, % at 10 µM. 330,000 tested, 0.3% active. AID 2025;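 active = percent response vs DMSO below 50%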;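 note: median channel GFP fluorescence of the barcoded RPL19A-GFP strain; ratio of sample median GFP to plate DMSO average so 100% = DMSO; lower means less RPL19A-GFP as with rapamycin TOR inhibition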
MEP2-GFP yeast = modulators of TOR pathway MEP2-GFP in S. cerevisiae; S. cerevisiae MEP2-GFP strain, flow cytometry GFP, 3 h; 100% = DMSO control level; GFP response vs DMSO, % at 10 µM; 330,000 tested, 0.51% active; AID 2016;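 active = GFP response versus DMSO above a set limit, roughly screen mean plus 3 SD, cut at about 180% in these data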;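 note: median GFP fluorescence of the barcode-gated MEP2-GFP cells per well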
proCasp3 act = activates human procaspase-3; P42574; activation, % at 8.5 µM; 330,000 tested, 0.11% active; recombinant procaspase-3 D3A, Ac-DEVD-pNA absorbance 405 nm; AID 463141;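 active = activation above the mean of all tested compounds plus 3 SD, cut at about 21% in these data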;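 note: 0% = DMSO alone and 100% = DMSO wells spiked with extra 5 µM PC-3 D3A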
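Assay system: Procaspase-3 D3A mutant, all three cleavage aspartates alanine. Buffer or medium: Zinc-free HEPES saline buffer with Triton X-100. Times: 1 h compound preincubation, 2 h substrate hydrolysis at 25 °C. Measured by: 405 nm absorbance of p-nitroaniline, reads at 0 and 120 min. Read-out basis: percent activation relative to control range. Replicates: singlicate.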
AHR activator = activators of human aryl hydrocarbon receptor | activation, % at 5 µM | AID 2796 | P35869 | 320,000 tested, 2.5% active | AHR-responsive luciferase reporter cells, luminescence; in the data active = activation above about 47%;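 note: 0% = vehicle wells and 100% = reference agonist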
Target sequence (P35869 whole entry, looked up): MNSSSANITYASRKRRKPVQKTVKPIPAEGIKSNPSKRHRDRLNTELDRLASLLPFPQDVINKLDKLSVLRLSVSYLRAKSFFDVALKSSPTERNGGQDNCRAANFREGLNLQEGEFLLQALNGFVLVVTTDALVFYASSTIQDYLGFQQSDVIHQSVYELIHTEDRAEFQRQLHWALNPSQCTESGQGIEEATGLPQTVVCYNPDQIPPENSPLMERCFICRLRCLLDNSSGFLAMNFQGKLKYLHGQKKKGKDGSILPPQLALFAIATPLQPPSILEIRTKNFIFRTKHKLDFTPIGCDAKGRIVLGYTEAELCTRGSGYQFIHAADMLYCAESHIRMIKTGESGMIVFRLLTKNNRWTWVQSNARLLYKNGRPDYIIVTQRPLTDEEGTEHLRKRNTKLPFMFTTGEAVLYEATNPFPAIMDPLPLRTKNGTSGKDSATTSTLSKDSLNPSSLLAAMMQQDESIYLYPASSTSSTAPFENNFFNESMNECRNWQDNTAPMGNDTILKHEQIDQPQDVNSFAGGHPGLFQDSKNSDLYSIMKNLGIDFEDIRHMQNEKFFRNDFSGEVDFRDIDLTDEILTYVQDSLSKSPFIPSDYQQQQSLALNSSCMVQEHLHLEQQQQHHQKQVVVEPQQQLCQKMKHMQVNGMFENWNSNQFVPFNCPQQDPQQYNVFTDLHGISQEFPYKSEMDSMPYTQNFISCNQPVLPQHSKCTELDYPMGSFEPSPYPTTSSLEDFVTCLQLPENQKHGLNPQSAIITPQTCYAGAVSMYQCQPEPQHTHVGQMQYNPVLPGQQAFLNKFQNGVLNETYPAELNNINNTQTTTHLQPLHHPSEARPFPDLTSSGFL
LAP4-GFP MLPCN = alters LAP4-GFP fluorescence in TOR pathway yeast screen | GFP response vs DMSO, % at 10 µM | S. cerevisiae LAP4-GFP multiplex, flow cytometry GFP, 3 h; median GFP as percent of DMSO wells | AID 2023 | 320,000 tested, 0.34% active;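 active = GFP response vs DMSO above a set limit, about the screen mean plus 3 SD, cut at about 150% in these data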
procasp7 counter = counter-screen: procaspase-7 (human) activation; P55210; recombinant procaspase-7, Ac-DEVD-pNA absorbance 405 nm; D23A/D198A/D206A triple mutant, cannot self-cleave; scale: DMSO 0, 5 µM enzyme 100; AID 463210; activation, % at 8.5 µM; 330,000 tested, 0.093% active;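 active = percent activation above the screen-wide mean plus 3 SD, cut at about 25% in these data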
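Test system: Procaspase-7 triple mutant (PC-7 D3A). Also added: Ac-DEVD-pNA substrate, 400 µM as added. Schedule: 1 h enzyme–compound preincubation and 2 h substrate reaction, both 25 °C. Signal: p-Nitroaniline absorbance at 405 nm, read at 0 and 120 min. Control set: low DMSO alone, high DMSO plus 5 µM PC-7.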
JMJD2C inh = inhibitors of human GASC-1 (JMJD2C) demethylase | GST-JMJD2C(1-420) H3K9me3 demethylation, DELFIA europium | Q9H3R0 | inhibition, % at 2.35 µM | 330,000 tested, 0.069% active;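 active = more than half of a compound's replicate wells show inhibition beyond 50%, single wells judged on their own value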;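 note: signal counts dimethyl H3K9 product captured on neutravidin plate; 0% = median of DMSO wells and 100% = 0.3 times that DMSO median; strong numbers were not always called active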
CR mimetic SO = caloric restriction mimetics inhibiting age-related superoxide in yeast; S. cerevisiae aged cells, superoxide DHE fluorescence; stronger effect = lower value; superoxide response (% of plate mean), % at 10 µM; 330,000 tested, 0.18% active;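 active = superoxide response under a set limit, about three screen SD below normal, cut at about 65% in these data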;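 note: yeast aged for seven days with compound at 30 °C before DHE staining; 100% = average MFI of all compound-treated wells on the plate with controls excluded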
* = called active by the depositor; / = not tested or not shown; & = joins results of further samples; [ ] = another dose, or the depositor's remark. An unsorted share of the library; any-hit rate near 3.8%.

SMILES | RPL19A-GFP yeast | MEP2-GFP yeast | proCasp3 act | AHR activator | LAP4-GFP MLPCN | procasp7 counter | JMJD2C inh | CR mimetic SO
Cc1ccccc1OCC(=O)N(Cc1cccs1)C1CCS(=O)(=O)C1 (stereo not given) | 102.8 | 117.6 | 8.1 | 3.2 | 109.3 | -6.5 | -1.3 | 91.1
Cc1cc(OCc2cc(C(=O)NCC3(C)COC3)no2)cc(C)c1Cl | 100.0 | 96.0 | -3.5 | -0.5 | 116.3 | 3.1 | -5.3 | 103.9
CC1CN(C(=O)c2cc([N+](=O)[O-])cc([N+](=O)[O-])c2)CC(C)O1 (stereo not given) | 110.8 | 107.1 | 3.7 | -1.8 | 106.1 | 8.4 | 6.6 | 114.7
NC(=O)N1CCCC1C(=O)Nc1ccc(Cl)c(Cl)c1 (stereo not given) | 95.9 | 100.2 | -4.8 | 5.4 | 98.5 | -2.0 | 21.6 | 103.1
Cc1cc(C(=O)OCC(=O)NCc2ccc(F)cc2)c2ccccc2n1 | 99.7 | 106.7 | 2.5 | 0.4 | 102.7 | 11.5 | -2.6 | 111.2
O=C1CCC(CCC(=O)N2CCCC(C(=O)c3ccc4c5c(cccc35)CC4)C2)=NN1 (stereo not given) | 113.9 | 112.2 | -1.6 | 6.4 | 100.4 | -3.5 | -3.0 | 97.5
Cc1ccccc1-c1nc(CS(=O)(=O)CC(=O)NCc2ccc3c(c2)OCO3)c(C)o1 | 93.5 | 94.3 | 7.8 | -2.5 | 103.0 | 2.9 | 11.7 | 94.2
Cn1cnc(S(=O)(=O)Nc2ccc(OC(F)F)cc2)c1 | 92.3 | 96.2 | 10.2 | 0.7 | 98.2 | 5.7 | -7.9 | 99.3
COc1ccc(/C=C2\N=C(C)OC2=O)cc1OC | 85.2 | 78.6 | -8.5 | 1.1 | / | -0.7 | -6.8 | 104.0
COC(=O)Nc1ccc(S(=O)(=O)NCCO)cc1 | 102.3 | 100.5 | 4.3 | -2.1 | 103.1 | 16.0 | 1.2 | 106.2
O=C(Nc1cc(Cl)ccc1Cl)C1CCCO1 (stereo not given) | 104.2 | 105.7 | -3.6 | 1.9 | 86.9 | 10.1 | -12.9 | 99.8
O=C(NC1CCCN(CCc2ccccc2)C1)c1c(F)cccc1F (stereo not given) | 109.0 | 106.1 | 3.0 | -1.7 | 88.5 | 7.4 | 0.6 | 92.0
CN(C)CCCN(C(=O)c1ccc(S(=O)(=O)N(C)Cc2ccccc2)cc1)c1nc2c(F)cccc2s1 | 111.3 | 102.5 | 3.3 | 0.8 | 76.4 | 0.5 | 0.7 | 101.0
O=C(NCCc1ccccc1)C1CCC(Cn2c(=O)c3ccccc3n(Cc3cccc(Cl)c3)c2=O)CC1 (stereo not given) | 36.4*[may fluoresce violet] | 142.2[may fluoresce violet] | -3.2 | 12.2 | 105.0[may fluoresce violet] | 6.6 | -1.2 | 96.2
O=S(=O)(NCC(c1ccc2c(c1)OCO2)N1CCOCC1)c1ccc(F)cc1 (stereo not given) | 104.5 | 111.5 | 0.9 | 2.0 | 111.4 | 17.4 | 12.2 | 101.1
O=c1[nH]c2cc3c(cc2cc1CN(Cc1cccs1)Cc1nnnn1Cc1ccco1)OCCO3 | 96.3 | 90.7 | -22.2 | 9.5 | 95.3 | -19.5 | -7.8&-4.9 | 109.6
O=S(=O)(Cc1nnnn1-c1ccc(Br)cc1)c1ccc(F)cc1 | 97.6 | 98.1 | 3.6 | 4.5 | 106.1 | -1.1 | 20.1 | 90.0
OCC1(Cc2ccccc2)CCCN(Cc2cn[nH]c2-c2ccccc2)C1 (stereo not given) | 96.7 | 96.9 | 0.8 | 1.8 | 97.6 | 6.1 | -5.2 | 101.8
CCOC(=O)c1c(N)c(C#N)cn1-c1ccccc1 | 99.8 | 100.8 | 5.4 | 7.2 | 112.2 | 3.3 | 2.2 | 102.0
Cc1ccc(S(=O)(=O)N(C)Cc2nc(-c3ccccn3)no2)cc1 | 93.1 | 113.9 | 5.4 | 2.7 | 95.3 | 4.9 | 10.9 | 92.6
Clc1ccc(N=c2ssnc2Cl)nc1 | 94.7 | 88.1 | -20.8 | 21.0 | 133.6 | -35.0 | 53.9* | 81.4
O=C(NC(=S)Nc1ccc(Cl)c(C(=O)O)c1)c1ccc(OCc2ccccc2)cc1 | 93.9 | 87.1 | -3.9 | 1.4 | 92.9 | -0.7 | -0.2 | 103.1
CN1C2=NCCN2C(=O)c2ccccc21 | 99.8 | 103.5 | 1.2 | 52.0* | 92.1 | 5.8 | -0.1 | 86.2
CN(C)CCCN(C(=O)CCS(=O)(=O)c1ccccc1)c1nc2cc3c(cc2s1)OCO3 | 104.9 | 99.7 | -5.5 | -8.2 | 74.6 | -6.3 | 11.5 | 87.8
COc1ccc(CCNC(=O)CCS(=O)(=O)c2ccc3c(c2)CCN3C(C)=O)cc1OC | 102.3 | 98.3 | -2.0 | -0.7 | 95.8 | 8.9 | -8.2 | 98.2
COc1cc(NC(=O)NCC2CCN(Cc3ccc(C)cc3)CC2)cc(OC)c1OC | 99.4 | 102.9 | -3.1 | -1.3 | 90.5 | 8.3 | -1.2 | 101.3
C=CCn1c(SCC(=O)NCC(c2ccccc2)N(C)C)nnc1C1CCCCC1 (stereo not given) | 100.4 | 102.1 | 8.5 | 0.0 | 98.5 | 1.2 | 6.7 | 103.7
O=C1CN(C(=O)COC(=O)CCSc2ccccc2Cl)c2ccccc2N1 | 100.6 | 103.9 | 8.6 | 4.8 | 98.8 | 7.8 | 20.1 | 105.2
CCc1ccc(NC(=O)Cn2c(=O)n(CCCC(=O)NCc3ccco3)c(=O)c3ccccc32)cc1 | 94.3 | 90.1 | 0.6 | 3.1 | 92.4 | -3.3 | 15.1 | 94.1
Cc1ccc(NC2c3ncccc3C(=O)N2Cc2ccco2)c(C)c1 (stereo not given) | 99.4 | 99.1 | 1.4 | 0.4 | 96.8 | 2.6 | -3.4 | 94.1

RPL19A-GFP yeast: entries above that show a hit
Structure,RPL19A-GFP yeast,MEP2-GFP yeast,proCasp3 act,AHR activator,LAP4-GFP MLPCN,JMJD2C inh
O=C(NCCc1ccccc1)C1CCC(Cn2c(=O)c3ccccc3n(Cc3cccc(Cl)c3)c2=O)CC1 (stereo not given),36.4*[may fluoresce violet],142.2[may fluoresce violet],-3.2,12.2,105.0[may fluoresce violet],-1.2

Carrying on:
SMILES | RPL19A-GFP yeast | MEP2-GFP yeast | proCasp3 act | AHR activator | LAP4-GFP MLPCN | procasp7 counter | JMJD2C inh | CR mimetic SO
CCCC(=O)Nc1c(-c2ccccc2OC)c(=O)c2ccccc2n1C | 90.0 | 97.6 | -0.3 | -2.2 | 102.2 | -1.9 | / | 109.0
O=C1CN(C(=O)COC(=O)CCc2ccccc2O)c2ccccc2N1 | 101.3 | 100.2 | 5.0 | 18.2 | 93.0 | 1.8 | -13.7 | 81.3
Cc1ccc(CCNC(=O)C2CCCN(S(=O)(=O)N3CC(C)CC(C)C3)C2)cc1 (stereo not given) | 105.6 | 110.3 | 2.4 | 1.0 | 97.5 | 2.5 | 18.0 | 119.7
COc1cc(OC)cc(C(=O)NC2CCCN(Cc3ccc(Cl)cc3)C2)c1 (stereo not given) | 105.6 | 108.9 | 13.3 | 12.1 | 97.3 | -5.6 | -10.0 | 83.3
C/C(Cn1nnc([N+](=O)[O-])n1)=N\NC(=O)c1ccncc1 | 103.5 | 99.8 | -1.8 | 18.0 | 96.6 | 11.4 | 2.2 | 80.7
COC(=O)c1ccc(COc2ccccc2/C=N/O)o1 | 100.7 | 96.8 | -10.1 | 2.4 | 112.0 | 8.3 | 4.4 | 97.2
COC(=O)c1ccc(NC(=S)NNC(=O)c2ccccc2)cc1 | 95.3 | 94.0 | -11.5 | 3.6 | 98.3 | -2.6 | -10.6 | 98.1
CCOc1ccc(N(Cc2cc3cc(OC)ccc3[nH]c2=O)C(=O)C2CCCO2)cc1 (stereo not given) | 97.6 | 107.8 | -6.0 | 1.9 | 107.1 | 4.0 | 2.6 | 100.7
COc1cc(C(=O)NCc2nnc(SCC(=O)Nc3cccc(C)c3)o2)cc(OC)c1OC | 97.4 | 97.8 | 3.3 | 1.4 | 97.8 | 9.7 | 8.3 | 95.1
CCC(C)(C)NC(=O)C(c1ccccc1)N(C(=O)c1csnn1)C1CC1 (stereo not given) | 98.5 | 106.0 | 0.1 | -2.7 | 96.4 | 7.0 | 7.6 | 104.2
Cc1ccc(-n2ncc3c2CC(C)(C)CC3NC(=O)CCc2c(C)noc2C)cc1 (stereo not given) | 105.5 | 96.5 | / | / | 68.9 | / | 1.2 | 88.4
Cc1noc(C)c1CSc1ccccc1C(=O)OC(C)C(N)=O (stereo not given) | 101.0 | 104.0 | 6.3 | -0.5 | 107.4 | 6.2 | 0.8 | 94.2
CC1CCCCC1NC(=O)Cn1c(=O)cnc2ccccc21 (stereo not given) | 97.5 | 115.0 | -2.5 | 0.8 | 120.3 | 0.7 | -1.8 | 134.1
Cc1nnc(SC(=O)N2c3ccccc3Sc3ccccc32)s1 | 90.4 | 98.3 | -3.9 | -2.1 | 123.4 | -14.1 | 5.2 | 111.0
CCOC(=O)NC(=O)COC(=O)CCCSc1nc2ccccc2s1 | 97.2 | 131.1 | -4.4 | -1.6 | 124.6 | 4.4 | 1.7 | 109.6
COC(=O)c1ccc(NC(=O)COC(=O)c2cccc3c(=O)c(C)c(-c4ccccc4)oc23)cc1 | 106.8 | 108.2 | 1.0 | 0.4 | 97.6 | -4.0 | -3.4 | 115.8
O=C(COc1ccccc1Cl)Nc1cccnc1 | 97.3 | 107.5 | 4.4 | -1.1 | 99.0 | 11.7 | 5.6 | 116.8
Cc1ccc(-c2nnnn2-c2ccc(C)cc2)cc1 | 93.5 | 101.3 | 4.5 | -2.0 | 95.7 | 3.7 | -0.3 | 103.9
O=C(Oc1ccc2cccc(OC(=O)N3CCOCC3)c2c1)N1CCOCC1 | 94.5 | 90.9 | -3.1 | 16.8 | 88.3 | -5.3 | -11.3 | 95.4
O=C(c1cc(-c2cccc(O)c2)on1)N1CCCC1 | 95.6 | 105.6 | -0.2 | -10.3 | 95.2 | -0.5 | 9.5 | 96.8
CCOC(=O)N/N=C\C=C\c1ccc2c(c1)OCO2 | 106.3 | 115.5 | -5.3 | 49.5* | 104.4 | 1.7 | -0.4 | 82.8
COc1ccc(/C=N/NC(=O)CN2CCS(=O)(=O)CC2)cc1 | 95.5 | 108.6 | 7.1 | 4.4 | 100.0 | -3.4 | -10.1 | 108.7
COc1cc(N2CCCC2)c(OC)cc1/C=C(/C#N)c1cccc(F)c1 | 97.7 | 112.5 | 1.9 | 69.5* | 112.2 | -7.7 | -18.7 | 132.8
COc1ccc(Cl)cc1C(=O)Nc1ccc2c(c1)OCCO2 | 100.9 | 106.3 | / | / | 95.4 | / | 11.1 | 93.5
CC(=O)Nc1ccc(Oc2cc(C#N)c(C#N)cc2N2CCOCC2)cc1 | 97.8 | 88.8 | 4.4 | -0.9 | 105.1 | 12.1 | 20.6 | 98.3
